Screens deposited in PubChem BioAssay by The Scripps Research Institute Molecular Screening Center.
PAFAH2 inh = PAFAH2 (human) inhibition. recombinant PAFAH2, FP-rhodamine activity probe, fluorescence polarization. inhibition, % at 3.39 µM. 340,000 tested, 0.99% active. AID 492956;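 active means inhibition above the mean over all tested compounds plus 3 SD, cut at about 30% in these data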;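 further: inhibitors block probe labeling of enzyme so polarization drops; 0% = enzyme with DMSO and 100% = wells lacking PAFAH2 protein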
PAD4 FP inh = inhibitors of human PAD4 | 330,000 tested, 0.41% active | recombinant PAD4, RCA probe fluorescence polarization | Q9UM07 | inhibition, % at 6.36 µM;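 active means percent inhibition above a cutoff equal to the mean of all tested compounds plus 3 SD, cut at about 15% in these data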;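 further: 0% = PAD4 with RCA probe and DMSO and 100% = probe without PAD4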
PAFAH1B2 inh = inhibitors of human PAFAH1B2; inhibition, % at 3.39 µM; P68402; recombinant PAFAH1B2, FP-rhodamine activity probe, fluorescence polarization; 340,000 tested, 1.2% active; AID 492953;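 active means inhibition above the mean of all tested compounds plus 3 SD, cut at about 24% in these data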;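 further: 0% = enzyme with DMSO and 100% = wells lacking PAFAH1B2; many of its hits are not listed in these tables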
Target sequence (P68402 whole entry, looked up): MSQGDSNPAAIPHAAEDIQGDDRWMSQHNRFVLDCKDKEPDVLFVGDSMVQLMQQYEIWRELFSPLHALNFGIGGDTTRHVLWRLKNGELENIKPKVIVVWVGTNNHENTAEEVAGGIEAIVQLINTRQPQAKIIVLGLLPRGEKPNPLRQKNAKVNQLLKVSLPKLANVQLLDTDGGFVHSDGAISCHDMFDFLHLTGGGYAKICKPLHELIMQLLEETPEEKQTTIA
Fam108B counter = Fam108B inhibition, counter-screen for RBBP9 inhibitors; recombinant Fam108B, FP-Rh probe fluorescence polarization; inhibition, % at 9.51 µM; 300,000 tested, 0.33% active;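 active means inhibition above the screen mean inhibition plus 3 SD, computed separately per campaign, cut at about 18% in these data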;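 further: inhibitors lower polarization as less probe binds the enzyme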
LYPLA1 inh = blocks human lysophospholipase 1, a PME1 counter-screen | recombinant LYPLA1, FP-Rh probe fluorescence polarization | inhibition, % at 5.9 µM | AID 2174 | 320,000 tested, 0.16% active | O75608;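 active means inhibition above the mean of all tested compounds plus 3 SD, set per campaign, cut at about 14% in these data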;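 further: inhibitors block serine hydrolase probe labeling of LYPLA1 so polarization falls; 0% = enzyme with DMSO and 100% = wells lacking LYPLA1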
PAFAH1B3 FP inh = blocks human PAF acetylhydrolase 1B catalytic subunit 3; recombinant PAFAH1B3, FP-rhodamine probe, fluorescence polarization; inhibition, % at 3.39 µM; 340,000 tested, 0.28% active; AID 492972;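 active means inhibition above the screen-wide average of all tested compounds plus 3 SD, cut at about 25% in these data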;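 further: 0% = enzyme with DMSO only and 100% = wells lacking PAFAH1B3 protein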
Target sequence (Q15102 whole entry, looked up): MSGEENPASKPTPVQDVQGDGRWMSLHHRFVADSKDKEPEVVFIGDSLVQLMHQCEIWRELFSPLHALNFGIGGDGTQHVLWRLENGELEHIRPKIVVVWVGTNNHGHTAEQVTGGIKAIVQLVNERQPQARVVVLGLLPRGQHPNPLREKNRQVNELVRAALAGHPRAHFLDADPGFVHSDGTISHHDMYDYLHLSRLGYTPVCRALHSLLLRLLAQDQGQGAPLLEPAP
pPAFAH inh = pPAFAH (human) enzyme inhibition | Q13093 | recombinant pPAFAH, FP-rhodamine probe fluorescence polarization | inhibition, % at 3.39 µM | 330,000 tested, 1.5% active | AID 463082;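 active means inhibition above the mean inhibition across the screen plus 3 SD, cut at about 25% in these data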;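 further: inhibitors block binding of the rhodamine activity-based probe so polarization drops; 0% = enzyme with DMSO and 100% = wells lacking pPAFAH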
Target sequence (Q13093 whole entry, looked up): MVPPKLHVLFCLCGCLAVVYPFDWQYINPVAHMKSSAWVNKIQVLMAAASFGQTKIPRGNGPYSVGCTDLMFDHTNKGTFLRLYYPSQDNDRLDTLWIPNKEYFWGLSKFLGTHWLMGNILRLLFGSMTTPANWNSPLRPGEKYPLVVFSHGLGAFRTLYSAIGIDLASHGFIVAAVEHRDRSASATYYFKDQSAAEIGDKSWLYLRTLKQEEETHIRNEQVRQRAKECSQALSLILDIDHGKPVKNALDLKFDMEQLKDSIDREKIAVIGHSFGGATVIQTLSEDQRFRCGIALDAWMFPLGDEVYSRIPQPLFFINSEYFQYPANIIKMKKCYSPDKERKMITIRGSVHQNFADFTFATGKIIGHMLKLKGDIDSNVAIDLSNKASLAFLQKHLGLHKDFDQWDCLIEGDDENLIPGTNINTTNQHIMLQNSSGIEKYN
GSTO1 inh = counter-screen for RBBP9 inhibitors: inhibitors of human GSTO1; P78417; recombinant GSTO1, activity-based probe fluorescence polarization; inhibition, % at 5.96 µM; 300,000 tested, 1.1% active;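 active means inhibition above the campaign mean inhibition plus 3 SD, cut at about 35% in these data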;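 further: 0% = GSTO1-1 with DMSO and 100% = wells lacking GSTO1-1 enzyme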
PME-1 primary = blocks human protein phosphatase methylesterase 1 | recombinant PME-1, FP-Rh probe fluorescence polarization | Q9Y570 | inhibition, % at 5.9 µM | AID 2130 | 320,000 tested, 0.53% active;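 active means inhibition above the campaign mean of all compounds plus 3 SD, cut at about 26% in these data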;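 further: competitive labeling of PME-1 active site by serine hydrolase directed probe; 0% = PME-1 with DMSO and 100% = wells lacking PME-1 enzyme; inhibitors block probe labeling so polarization falls and inhibition rises; many of its hits are not listed in these tables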
The depositor's hits bear a star; . = not tested or not shown. Only part of the results is shown, so the mix of outcomes need not match the whole.

SMILES	PAFAH2 inh	PAD4 FP inh	PAFAH1B2 inh	Fam108B counter	LYPLA1 inh	PAFAH1B3 FP inh	pPAFAH inh	GSTO1 inh	PME-1 primary
COc1ccccc1-c1cc(C(F)(F)F)nc(S(=O)(=O)CCCC(=O)N2CCOCC2)n1	1	5	4	-2	-3	5	-1	-47	0
CCOC(=O)[C@@H]1[C@H]2COc3ccc(Br)cc3[C@H]2N2C(=O)N(c3cccc(Cl)c3)C(=O)[C@]12C	-7	-1	-5	-8	-2	-11	-1	-3	-6
Cc1ccc(C(=O)N2CCN=C2SCc2ccc([N+](=O)[O-])cc2)cc1C	1	-3	5	-5	3	7	6	6	4
O=C(Cn1ncc2c(=O)oc3ccccc3c21)N1CCCc2ccccc21	1	-10	2	-2	-4	5	3	-2	3
O=C(OC1CCS(=O)(=O)c2sccc21)c1ccccc1 (centres undefined)	-7	-1	1	-1	2	0	-2	6	-2
CCCCc1nc(N2CCOCC2)c(C#N)c2c1COC(C)(C)C2	-1	0	1	-2	3	11	6	10	2
O=C(NCc1ccccn1)c1ccc(Cl)c(S(=O)(=O)N2CCCCC2)c1	5	1	6	7	0	3	2	6	-3
CC(C)N1C(=O)C2C(C(=O)NC3CCCCC3)C3C=CC2(O3)C1C(=O)NC1CCCC1 (centres undefined)	-6	0	3	-1	0	0	4	9	0
CCCn1c(SCC(=O)N2CCCc3ccccc32)nnc1-c1ccccn1	13	6	-5	-3	2	9	0	5	-8
CN(C)CCN(C(=O)c1ccc(C(=O)c2ccccc2)cc1)c1nc2cc3c(cc2s1)OCCO3	3	-3	1	-5	-1	6	-7	-1	-5
CCCC(c1nnnn1CC(=O)OCC)N(Cc1cc2c(C)cc(C)cc2[nH]c1=O)C1CCCC1 (centres undefined)	3	-8	1	-1	-1	11	2	-7	0
COc1ccccc1C(=O)Nc1ccc(CN2CCCCC2)cc1	1	3	-3	-5	7	7	2	3	0
CC(=O)Oc1c(I)cc(I)cc1C(=O)Nc1ccc(Cl)cc1	3	3	25*	-1	-13	10	25*	-17	61*
COC(=O)c1cc(NS(=O)(=O)c2ccc(N3CCC(C)CC3)c([N+](=O)[O-])c2)cc(C(=O)OC)c1	-2	4	2	-2	-6	4	20	-21	0
COc1ccccc1C(=O)N(NC(=O)Oc1ccccc1)C(C)(C)C	-4	-3	3	-1	0	-3	1	-2	0
COc1ccc(NC(=S)N2CCC(N(C)CC3CCCO3)CC2)cc1 (centres undefined)	13	-3	22	6	-2	-6	1	-2	-1
CC(C)(C)OC(=O)N1O[C@H]2C[C@@H]1[C@@H]1[C@@H]2N=NN1C12CC3CC(CC(C3)C1)C2	-4	0	4	.	.	3	-2	.	.
Cc1noc(C)c1N=Nc1ccccc1C(=O)O	-7	-6	0	0	-1	4	1	0	4
CCCS(=O)(=O)c1c(S(=O)(=O)CCC)c2cnccn2c1C(=O)c1ccc(Cl)cc1	5	-4	2	7	0	-1	-1	-10	3
O=C1NC(=Nc2cccc([N+](=O)[O-])c2)SC1(CO)CO	7	2	2	-1	-2	4	-1	3	1
COc1cc2ccccc2cc1C(=O)N1CCN(C)CC1	2	-4	-11	3	5	2	5	4	-6
COc1ccc(N/C=C\C(=O)c2ccc(Br)cc2)cc1OC	-11	-7	-2	-2	0	0	22	2	4
CC(C)C(=O)N=c1sc2cccc(F)c2n1C	-1	0	-1	-1	5	2	6	-1	3
CCCOC1OC(=O)c2c1ccc(OC)c2OC (centres undefined)	-1	-3	-4	6	3	3	8	3	-6
CC(NC(=O)COC(=O)CCC(=O)c1ccc(Cl)cc1)c1ccccc1 (centres undefined)	11	0	10	.	.	10	19	.	.
CC(=O)Nc1ccc(C(=O)CSc2ncn(-c3ccccc3)n2)cc1	-9	0	3	0	2	3	1	-10	-4
Cc1cc(OCC(=O)N2CCOCC2)c(C(C)C)cc1Cl	8	-2	0	-5	0	1	-4	2	-3
COc1cccc(Cn2cccc(NC(=O)NCc3ccccc3)c2=O)c1	3	-5	8	-2	-1	5	2	8	-8
COc1ccc(-c2nnc(SCC(=O)c3cccs3)o2)c(OC)c1	5	0	7	-4	-3	1	0	9	-6
CC(=O)c1cc(NC(=O)c2cccc(C(F)(F)F)c2)c(=O)oc1C	.	-1	.	5	0	.	-5	3	3
COc1ccc(C2=NOC(CN3C(=O)c4ccccc4S3(=O)=O)C2)cc1 (centres undefined)	4	-2	1	2	-2	2	-2	9	-3
Cc1ccc2oc(C(=O)N3CCC(O)(c4cccc(C(F)(F)F)c4)CC3)c(C)c2c1	2	-1	-3	-10	-11	-8	-10	-9	-4
O=C(Cc1cccs1)Nc1ccc(-c2nnc(-c3ccccc3)o2)cc1	-3	2	-2	-24	3	-13	6	-5	-2
O=C(c1ccco1)N1CCN(Cc2cccc([N+](=O)[O-])c2)CC1	-3	-2	2	2	1	10	2	2	5
CC1CC(C)CN(C(=O)Nc2ccccc2F)C1 (centres undefined)	-4	11	12	0	0	9	-3	2	-2
O=C(Nc1ccc(O)cc1)c1ccc(NC(=O)c2ccco2)cc1	-10	-5	3	-4	2	0	-1	-3	1
Cc1occc1C(=O)NCc1ccco1	-3	3	7	2	-2	3	-1	5	2
CCc1ccc(O)c(-c2cc(C(=O)Nc3cccnc3)[nH]n2)c1	-7	1	0	-1	-10	0	-4	-22	-18
CC1(c2ccccc2Cl)NC(=O)N(CC(=O)Nc2ccccc2OC(F)F)C1=O (centres undefined)	-14	0	1	-2	4	8	4	4	4
Cc1nnc(NC(=O)c2ccc3ccccc3c2)s1	-3	-1	4	2	-2	4	-3	-4	2
COc1ccc(OC)c(NC(=O)CSc2nnc(C3CCCCC3)o2)c1	-1	-4	2	2	-1	3	3	-2	1
[O-][n+]1onc2c1CCc1c-2nn(-c2ccccc2Cl)[n+]1[O-]	-20	5	4	-2	0	9	0	1	-9
Cc1noc(C)c1COc1ccc(C(=O)N2CCN(S(=O)(=O)c3ccccc3)CC2)cc1	0	0	1	.	-3	2	1	.	1
COc1ccc2[nH]c3c(c2c1)CCN1C(=O)C(CC(=O)NCCc2ccccn2)C[C@H](C(=O)N2CCCCC2)[C@@]31C (some centres undefined)	-3	3	1	.	.	2	3	.	.
COc1cccc(/C(O)=C/c2nc3ccc(C(=O)NCCc4cccc(C)c4)cc3[nH]c2=O)c1	-15	-1	0	0	-1	-2	2	-2	12
Cc1cc(O)c(C(C)C)cc1C1(c2cc(C(C)C)c(O)cc2C)OC(=O)c2ccccc21	-8	-6	-5	-11	-8	5	-5	-3	-12
COCCNc1nc2nonc2nc1NC(C)c1ccccc1Cl (centres undefined)	-4	0	1	-1	1	5	-4	-5	1
CN(C)S(=O)(=O)c1cc(C(=O)Nc2ccn(C)n2)c(Cl)cc1Cl	-3	0	0	.	6	3	0	.	1
CN(C(=O)C1CCCO1)c1nnc(-c2ccncc2)s1 (centres undefined)	-6	1	1	0	1	-4	3	5	1
CSc1cccc(NC(=O)CCS(=O)(=O)c2cccc3nonc23)c1	0	1	6	2	-2	5	4	3	0

2 records picked at random from the list so far:
SMILES	PAFAH2 inh	PAD4 FP inh	PAFAH1B2 inh	Fam108B counter	LYPLA1 inh	PAFAH1B3 FP inh	pPAFAH inh	GSTO1 inh	PME-1 primary
COc1ccc(NC(=S)N2CCC(N(C)CC3CCCO3)CC2)cc1 (centres undefined)	13	-3	22	6	-2	-6	1	-2	-1
CCCC(c1nnnn1CC(=O)OCC)N(Cc1cc2c(C)cc(C)cc2[nH]c1=O)C1CCCC1 (centres undefined)	3	-8	1	-1	-1	11	2	-7	0

Other structures
SMILES	PAFAH2 inh	PAD4 FP inh	PAFAH1B2 inh	Fam108B counter	LYPLA1 inh	PAFAH1B3 FP inh	pPAFAH inh	GSTO1 inh	PME-1 primary
COc1ccc2[nH]c3c(c2c1)CCn1c-3nc2ccccc2c1=O	3	-2	6	1	2	3	5	-1	16
COC(=O)c1cc(NC(=O)c2ccc(-c3ccccc3)cc2)ccc1Cl	1	-3	2	4	-5	1	-2	2	-1
COc1ccc(C(=O)c2sc(Nc3ccccc3F)nc2N)cc1	9	-1	1	8	0	1	9	1	16
CN1CCC(N(C)C(=S)NC(=O)C23CC4CC(CC(C4)C2)C3)CC1	-4	4	1	-1	2	2	-2	-4	4
CCOC(=O)c1c(-c2ccccc2)oc2cc(Br)c(O)c(C=O)c12	7	-4	5	4	-3	11	30*	1	0
COc1ccc(NC(=O)Nc2ccc3c(c2)C(=O)N([C@@H](C)CO)C[C@@H](C)[C@@H](CN(C)S(=O)(=O)c2cn(C)cn2)O3)cc1	7	0	2	.	.	10	-8	.	.
COc1ccc(C2=Nc3ccc(Br)cc3C(c3ccccc3)N2CC(=O)NN)cc1 (centres undefined)	2	-2	1	-3	-3	4	-1	0	-9
CCn1c(SC(C)C(=O)Nc2ccc(N3CCOCC3)cc2)nnc1C1CC1 (centres undefined)	5	-4	-3	.	-3	11	0	.	-1
COc1ccc2c(CC(=O)NCC3CCC(C(=O)O)CC3)cc(=O)oc2c1 (centres undefined)	7	-2	0	2	2	7	-9	7	-7
Cc1cc(SCC(=O)NCCN2C(=O)CSC2=O)nc2c(C)cccc12	-4	4	-2	-1	5	2	3	-5	0
Cn1c(CC(=O)NNC(=O)c2ccc(F)cc2F)nc2ccccc21	-1	0	2	.	3	-2	0	.	-3
CCOCCn1ccc2c(OCC(=O)NCc3ccccc3)cccc2c1=O	-7	1	4	1	1	-2	3	8	6
C/C(CC(=O)NCCCN1CCOCC1)=N\NC(=O)COc1ccc(C)cc1	6	-7	7	-1	-1	0	5	7	-7
O=C(NCc1ccccc1)C1CCCN(C(=O)NCc2ccccc2)C1 (centres undefined)	4	-2	0	-1	1	1	0	11	1
c1coc(CN2CNc3nc4ccccc4n3C2)c1	3	1	-1	0	1	-8	2	-9	-1
CC(=O)C1CCC2C3CCC4=CC(=O)CC[C@]4(C)[C@@]3(F)C(O)C[C@]12C (some centres undefined)	0	1	-2	0	-3	2	-1	0	-5
COc1ccc(OCC(O)CNCCOc2ccccc2OC)c(C(C)(C)C)c1 (centres undefined)	5	7	6	-4	-2	6	4	-6	0
CC(=O)Nc1ccc([N+](=O)[O-])c(CS(=O)(=O)c2ccc(C)cc2)c1[N+](=O)[O-]	-7	1	0	0	1	8	-4	7	1
O=S(=O)(NCc1csc(-c2cccs2)n1)c1cccc(C(F)(F)F)c1	13	-3	8	-4	0	12	3	11	-7
O=C(Cc1cccc(Cl)c1)Nc1ccc(Br)cc1	-1	-4	7	-6	-1	3	4	4	-6
CCS(=O)(=O)N1CCC(c2nc(-c3ccc(C(F)(F)F)cc3)no2)CC1	-18	1	2	-2	-1	4	4	5	5
Cc1cc(C)n(CCNc2nc3nonc3nc2N2CCCCC2)n1	-1	1	5	-2	1	0	28*	2	-12
c1ccc2ncc(-n3cnnn3)cc2c1	-6	-2	6	3	3	10	8	-3	-3
CCCc1ccc(OCC(=O)NNC(=O)c2cccnc2)cc1	7	-1	0	2	0	10	2	-4	5
Cc1cccc(N(C)S(=O)(=O)c2cccc3nsnc23)c1	-1	4	-3	2	-1	5	5	-8	3
COc1ccc(-c2c(C)cc3oc(=O)cc(-c4ccccc4)c3c2C)cc1C=O	5	2	-2	.	.	1	6	.	.
Cc1ccc(C(=O)OCc2nnc(-c3ccc(Br)cc3)o2)cc1	72*	-11	0	-3	-2	8	10	10	9
CCOC(=O)C1=CN(Cc2ccco2)S(=O)(=O)NC1c1cccc(OC)c1 (centres undefined)	3	2	1	.	.	8	14	.	.
COc1cc(NS(=O)(=O)c2ccc(NC(=O)/C=C/c3ccc([N+](=O)[O-])cc3)cc2)ncn1	1	-7	8	-8	-2	6	-5	-15	-11
